NadD inh: blocks S. aureus nicotinate mononucleotide adenylyltransferase; purified NadD enzyme, colorimetric absorbance read-out; inhibition, % at 20 µM; 0.78% of 360,000 active; AID 602399; in the data active = inhibition above about 26%; also: some compounds past the cut are filed as inactive
SKN-1 block: blocks SKN-1 activity in C. elegans | C. elegans VP596 Pgst-4::GFP/RFP ratio, acrylamide-induced, 24 h | inhibition, % at 21.8 µM | 0.49% of 360,000 active;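 active = interference check ratio from 0.5 to 1.5 plus GFP to RFP signal ratio inhibition reaching or exceeding a fixed threshold, cut at about 30% in these data, passing the limit was not always enough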; also: some compounds called inactive have numbers as strong as hits
Neddylation inh: cullin neddylation inhibition; 0.58% of 360,000 active; AID 651699; TR-FRET cullin neddylation, biochemical; calls only at 25 µM; P61081+Q13564; in the data active = inhibition above about 36%
STEP inh: STEP (human) phosphatase inhibition. P54829. recombinant STEP, OMFP fluorogenic substrate, fluorescence. inhibition, % at 20 µM. 0.25% of 360,000 active;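 active = inhibition at 20 µM, scaled per plate between control wells, above about 37%, limit read from the data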;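 also: 0% = DMSO with enzyme and substrate and 100% = substrate only without enzyme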
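Test system: STEP tyrosine phosphatase / Reagent: OMFP at 25 µM / Doses: 20 µM, 1% DMSO / Read-out: percent inhibition scaled to no-enzyme and uninhibited-enzyme controls, plate-pattern corrected / Detection: FITC-channel fluorescence of OMFP product / Medium: Bis-Tris buffer pH 6.0, 2.5 mM DTT, 0.005% Tween 20 / Schedule: 20 min at room temperature, dark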
TbMetRS inhib: blocks T. brucei methionyl-tRNA synthetase activity; 0.4% of 360,000 active; purified T. brucei MetRS, ATP depletion, Kinase-Glo luminescence; inhibition, % at 11.9 µM; AID 624268;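 active = inhibition above a per-plate cutoff of the control wells' mean inhibition plus 3 SD, cut at about 5.5% in these data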;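 also: 0% = DMSO wells median and 100% = median of wells with control inhibitor compound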
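assay system = parasite MetRS enzyme | timing = 15 min preincubation, 2 h reaction, all 25 °C | evaluation = percent inhibition relative to median high and low control wells | medium = HEPES buffer containing pyrophosphatase, BSA, spermine, DTT | compound = single dose, 11.9 µM final nominal, 0.9% final DMSO | detection = Kinase-Glo luminescence, ATP depletion format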
LMPTP block: LMPTP (human) inhibition; 0.22% of 360,000 active; inhibition, % at 20 µM; recombinant LMPTP-A, OMFP fluorogenic substrate, fluorescence intensity; P24666; AID 651560;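 active = compounds that cut the enzyme signal by at least half of the control window in the single-dose screen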;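 also: plate controls were DMSO wells with enzyme plus substrate for no effect and substrate without enzyme for full effect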
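Material: LMPTP-A; amount: 0.625 nM enzyme; doses: single 20 µM dose; times: reaction 50 min, room temperature, dark; technique: fluorescence intensity of OMFP turnover product; benchmarks: no-enzyme and uninhibited controls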
DNMT1 inh: inhibitors of human DNMT1; P26358; DNMT1 molecular beacon, Hinp1I cleavage, fluorescence; inhibition (reported as % activation of signal), % at 10 µM; 0.83% of 360,000 active; in the data active = inhibition above about 50%
Target sequence (P26358 504-1616 limits assumed): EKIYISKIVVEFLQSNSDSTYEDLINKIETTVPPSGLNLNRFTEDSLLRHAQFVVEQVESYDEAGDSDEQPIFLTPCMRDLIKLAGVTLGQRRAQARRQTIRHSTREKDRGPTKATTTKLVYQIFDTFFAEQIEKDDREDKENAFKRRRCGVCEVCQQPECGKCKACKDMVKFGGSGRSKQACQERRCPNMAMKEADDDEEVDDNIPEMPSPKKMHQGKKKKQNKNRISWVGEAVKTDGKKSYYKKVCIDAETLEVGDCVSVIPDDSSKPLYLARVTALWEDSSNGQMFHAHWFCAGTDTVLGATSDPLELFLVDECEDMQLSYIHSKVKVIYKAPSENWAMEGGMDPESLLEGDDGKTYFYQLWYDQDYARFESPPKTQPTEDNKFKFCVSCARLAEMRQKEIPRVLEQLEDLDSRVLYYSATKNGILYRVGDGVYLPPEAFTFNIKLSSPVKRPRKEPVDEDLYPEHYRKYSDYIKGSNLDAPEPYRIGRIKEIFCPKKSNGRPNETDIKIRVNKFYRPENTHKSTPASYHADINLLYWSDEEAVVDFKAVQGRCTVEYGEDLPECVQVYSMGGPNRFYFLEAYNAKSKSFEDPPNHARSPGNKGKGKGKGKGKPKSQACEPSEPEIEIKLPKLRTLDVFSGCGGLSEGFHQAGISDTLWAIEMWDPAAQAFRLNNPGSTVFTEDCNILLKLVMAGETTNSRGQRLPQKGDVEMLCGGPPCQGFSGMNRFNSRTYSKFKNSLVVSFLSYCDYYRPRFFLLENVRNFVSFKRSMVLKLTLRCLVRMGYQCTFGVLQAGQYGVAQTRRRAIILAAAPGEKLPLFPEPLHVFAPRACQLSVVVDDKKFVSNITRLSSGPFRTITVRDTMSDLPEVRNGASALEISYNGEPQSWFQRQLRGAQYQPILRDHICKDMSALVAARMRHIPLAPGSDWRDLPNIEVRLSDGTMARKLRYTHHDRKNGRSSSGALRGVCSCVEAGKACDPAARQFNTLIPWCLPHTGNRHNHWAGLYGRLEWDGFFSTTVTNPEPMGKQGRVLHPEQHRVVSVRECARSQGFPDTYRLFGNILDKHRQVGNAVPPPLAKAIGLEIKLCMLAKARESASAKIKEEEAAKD
SUMO1-SIM PPI: modulators of human SUMO1-mediated protein-protein interactions; inhibition, % at 20 µM; 0.33% of 360,000 active; SUMO1 binding to a labelled peptide, TR-FRET, 1 h; in the data active = inhibition above about 37%
NRP1-CendR mod: alters CendR peptide binding to human NRP-1; O14786; FAM-RPARPAR peptide binding to NRP-1, fluorescence polarization; inhibition, % at 25 µM; 0.85% of 360,000 active;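 active = inhibition or corrected inhibition above about 18%, plus a signal ratio from 0.5 to 1.5, limit read from the data, passing the limit was not always enough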; also: strong numbers were not always called active
Scp1 inh: inhibitors of human Scp-1 phosphatase | 0.88% of 340,000 active | Recombinant Scp1, phosphopeptide, malachite green phosphate absorbance | inhibition, % at 20 µM | Q9GZU7;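 active = inhibition above about 50% at 20 µM, limit read from the data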;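 also: plate controls were DMSO wells with enzyme for no effect and wells lacking enzyme for full effect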
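Test system: SCP-1 catalytic domain; Buffer or medium: Acidic Tris acetate buffer with magnesium and detergent; Also added: Phosphorylated 17-residue peptide substrate; Compound: single 20 µM dose, 1% DMSO; Schedule: enzyme reaction 45 min at room temperature, colour 5 min, stabilisation 30 min; Signal: Phosphate-binding colour reagent, absorbance read at 630 nm.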
An asterisk follows results filed as active; i = inactive; . = no result given.

# | compound | NadD inh | SKN-1 block | Neddylation inh | STEP inh | TbMetRS inhib
1 | COc1ccc(OCCC(=O)OCC(=O)NCCc2ccccc2)cc1 | 0 | 1 | i | 1 | -0.8
2 | COc1ccc2c(c1)c(=O)oc1cc(OCC(=O)N3CCc4ccccc4C3)ccc12 | 33* | -12 | i | 27 | 0.3
3 | CC(C)C(NS(=O)(=O)c1ccccc1)C(=O)OCC(=O)NNC(=O)c1ccccc1 (stereo unspecified) | 5 | 1 | i | -2 | -0.4
4 | O=C(NCc1cccs1)Nc1cccs1 | 2 | 4 | i | 0 | 0.6
5 | CCOC(=O)c1ccc(N2C(=O)CC(N3CCN(C/C=C/c4ccccc4)CC3)C2=O)cc1 (stereo unspecified) | -5 | 9 | i | 1 | -0.2
6 | Cc1cc(=O)oc2cc(Oc3ccc([N+](=O)[O-])cc3C(F)(F)F)ccc12 | -7 | -10 | i | 2 | -2.9
7 | Cc1ccc2[nH]c3c(c2c1)CCCC3NC(=O)CCl (stereo unspecified) | -2 | 5 | i | 1 | -0.2
8 | CCCn1cnnc1CNC(=O)[C@H]1O[C@@H](n2cnc3c(N)ncnc32)[C@H](O)[C@@H]1O | -4 | 3 | i | -2 | -0.8
9 | C=CCOc1ccc(CNn2cn[nH]c2=S)cc1OC | -4 | 12 | i | 0 | -0.5
10 | COc1ccc(S(=O)(=O)N(CCC(N)=O)Cc2ccco2)cc1OC | 2 | 2 | i | -1 | 0.6

# | LMPTP block | DNMT1 inh | SUMO1-SIM PPI | NRP1-CendR mod | Scp1 inh
1 | -0.1 | 0 | 4 | 2 | -8
2 | 62* | 105* | 24 | -13 | 81*
3 | -1.0 | 1 | 5 | 13 | -2
4 | -0.5 | -2 | -2 | -1 | -10
5 | -2.9 | -7 | -7 | 8 | 9
6 | 1.0 | -1 | -26 | 8 | 0
7 | -0.1 | 5 | 4 | 5 | -5
8 | -1.4 | 4 | 2 | -2 | .
9 | -15 | 1 | -2 | 14 | -3
10 | -0.9 | 0 | -5 | -1 | -11

Taken from the results shown, three compounds:
# | compound | NadD inh | SKN-1 block | Neddylation inh | STEP inh | TbMetRS inhib
8 | CCCn1cnnc1CNC(=O)[C@H]1O[C@@H](n2cnc3c(N)ncnc32)[C@H](O)[C@@H]1O | -4 | 3 | i | -2 | -0.8
9 | C=CCOc1ccc(CNn2cn[nH]c2=S)cc1OC | -4 | 12 | i | 0 | -0.5
10 | COc1ccc(S(=O)(=O)N(CCC(N)=O)Cc2ccco2)cc1OC | 2 | 2 | i | -1 | 0.6

# | LMPTP block | DNMT1 inh | SUMO1-SIM PPI | NRP1-CendR mod | Scp1 inh
8 | -1.4 | 4 | 2 | -2 | .
9 | -15 | 1 | -2 | 14 | -3
10 | -0.9 | 0 | -5 | -1 | -11

The list goes on:
# | compound | NadD inh | SKN-1 block | Neddylation inh | STEP inh | TbMetRS inhib
11 | CCc1c(C)nc(N)nc1OCC(F)(F)C(F)F | 1 | 9 | i | -2 | -0.1
12 | CCN1CCN(C(=O)CS(=O)Cc2nc(-c3ccc(OC)cc3)oc2C)CC1 (stereo unspecified) | -1 | 3 | i | -2 | 0.0
13 | CCOc1cccc(/C(O)=C2/C(=O)C(=O)N(CCOC)C2c2ccncc2)c1 (stereo unspecified) | -3 | -16 | i | 4 | -0.8
14 | CCOC(=O)CC(=O)Nc1ccccc1C(=O)O | -1 | -14 | i | -5 | -0.6
15 | COc1ccc(/C=N/Nc2nonc2N)cc1OC | -9 | -31 | i | -1 | -0.4
16 | CCc1nc2c(OCc3ccc(Cl)cc3Cl)cccn2c1N(C)C(=O)CC(C)C | -1 | -6 | i | 4 | 0.2
17 | NS(=O)(=O)c1ccc(CNS(=O)(=O)c2ccc3c(c2)OCCO3)cc1 | -4 | -1 | i | -4 | -0.4
18 | COc1ccc(CCNC(=O)c2ccc(Cl)c(S(=O)(=O)N3CCCC3)c2)cc1 | -5 | -4 | i | -3 | 0.0
19 | CC1(C(=O)NS(=O)(=O)c2ccc(Br)cc2)CCN1C(=O)c1cccc(F)c1 (stereo unspecified) | 4 | 1 | i | -2 | -0.2
20 | CCOC(=O)c1cnc2ccc(OCC)cc2c1NCc1ccccc1OC | -2 | 22 | i | -3 | -0.2

# | LMPTP block | DNMT1 inh | SUMO1-SIM PPI | NRP1-CendR mod | Scp1 inh
11 | 5.4 | -4 | -1 | -7 | 6
12 | -2.5 | -5 | 2 | 15 | -9
13 | -1.4 | -3 | -4 | -4 | -5
14 | -1.9 | 5 | 2 | 10 | -2
15 | -1.1 | 0 | -11 | 8 | -2
16 | 6.5 | 0 | -4 | -1 | .
17 | -2.2 | 2 | -1 | 1 | -2
18 | 0.5 | -2 | 2 | -5 | -9
19 | -1.2 | 5 | -3 | -8 | .
20 | 5.3 | -3 | -4 | -10 | 0

Next entries:
# | compound | NadD inh | SKN-1 block | Neddylation inh | STEP inh | TbMetRS inhib
21 | COC(=O)c1ccc2c(=O)n(CCN3CCOCC3)c(SCC(=O)NCc3ccccc3)nc2c1 | -1 | -9 | i | 4 | -0.4
22 | O=C(Nc1ccccc1)c1ccc(NC2CCCCC2)c(S(=O)(=O)N2CCOCC2)c1 | 10 | 11 | i | -4 | 0.2
23 | O=C(Nc1ccc2c(c1)nc1n2CCN(Cc2ccccc2)C1)c1cccs1 | 19 | -8 | i | 1 | -0.2
24 | CCOC(=O)C1(Cc2ccc(Cl)cc2)CCN(C(=O)c2cscn2)CC1 | -6 | 6 | i | -1 | -0.5
25 | CCN(CC(=O)Nc1c(F)cccc1F)C(=O)c1ccc2c(c1)OCO2 | 9 | -8 | i | -2 | 0.2
26 | COc1cc(Nc2ncc3c(n2)CCN(C(=O)Nc2ccc(C(C)C)cc2)C3)cc(OC)c1OC | 12 | 2 | i | 0 | 0.0
27 | COc1ccc(Oc2ncnc3c2ncn3Cc2ccccc2)cc1 | 5 | 4 | i | 0 | -0.6
28 | COC(c1ccccc1)c1nnc(CCC(=O)NC2CCCCC2)o1 (stereo unspecified) | -8 | -1 | i | 0 | -0.4
29 | CCn1nc(C(=O)Nc2cccc(S(=O)(=O)N3CCCC3)c2)c2ccccc2c1=O | 0 | 16 | i | -2 | -0.1
30 | CC(=O)c1cccc(NC(=O)C(OC(=O)/C=C/c2ccc3c(c2)OCO3)c2ccccc2)c1 (stereo unspecified) | 6 | 10 | i | -4 | -0.3

# | LMPTP block | DNMT1 inh | SUMO1-SIM PPI | NRP1-CendR mod | Scp1 inh
21 | -1.2 | -2 | -3 | -10 | -7
22 | 3.4 | -9 | -3 | 13 | -14
23 | 4.9 | -9 | 14 | -28 | -7
24 | 0.3 | 1 | 2 | -13 | -3
25 | -9.9 | 3 | -13 | 5 | -4
26 | 3.1 | -2 | 3 | 6 | .
27 | -1.4 | 44 | -1 | -2 | -3
28 | 0.4 | -5 | 1 | -6 | -5
29 | 1.8 | -2 | 1 | 5 | -3
30 | 3.2 | -11 | -6 | 7 | -17

(list continues)
# | compound | NadD inh | SKN-1 block | Neddylation inh | STEP inh | TbMetRS inhib
31 | CC(=O)Nc1ccc(NC(=O)CCc2nc3sc4c(c3c(=O)[nH]2)CCCC4)cc1 | 4 | 7 | i | 3 | -0.2
32 | CC1(C(=O)NS(=O)(=O)c2ccc3c(c2)CCO3)CCN1C(=O)C1(c2ccc(Cl)cc2)CCC1 (stereo unspecified) | 1 | 2 | i | 0 | -0.4
33 | Cc1ccc(-c2csc3nc[nH]c(=O)c23)cc1 | 3 | 5 | i | -2 | -0.2
34 | Cc1cccc(NC(=O)Nc2ccc(C)c(C)c2)n1 | 2 | 6 | i | 0 | -1.0
35 | CN(CCc1ccccn1)C(=O)Nc1ccc(Cl)cc1 | -4 | -20 | i | -6 | -1.0
36 | CCc1nnc(NC(=O)C2Cc3ccccc3CN2S(=O)(=O)c2c(C)c(C)cc(C)c2C)s1 (stereo unspecified) | 3 | -1 | i | -2 | -1.1
37 | NS(=O)(=O)c1ccc(CCNC(=O)CCCn2ncn3c(cc4occc43)c2=O)cc1 | -1 | -7 | i | -2 | 0.4
38 | CC(C)NC(=O)c1cc(-c2ccc(F)cc2OC(C)C)n[nH]1 | -3 | -4 | i | -1 | 0.2

# | LMPTP block | DNMT1 inh | SUMO1-SIM PPI | NRP1-CendR mod | Scp1 inh
31 | 2.4 | 6 | 0 | -18 | 17
32 | 1.5 | -1 | 9 | 12 | .
33 | -1.3 | -3 | 9 | -1 | 0
34 | -1.3 | 1 | 1 | -2 | -5
35 | 0.0 | 1 | 1 | -3 | -3
36 | 2.2 | -15 | 0 | -10 | -4
37 | -0.3 | -6 | -4 | 0 | -1
38 | -0.9 | 3 | 3 | 6 | .

Whole records from above. Screens in order: NadD inh	SKN-1 block	Neddylation inh	STEP inh	TbMetRS inhib	LMPTP block	DNMT1 inh	SUMO1-SIM PPI	NRP1-CendR mod	Scp1 inh
Cc1ccc(-c2csc3nc[nH]c(=O)c23)cc1 across the screens: 3	5	i	-2	-0.2	-1.3	-3	9	-1	0
NS(=O)(=O)c1ccc(CCNC(=O)CCCn2ncn3c(cc4occc43)c2=O)cc1 across the screens: -1	-7	i	-2	0.4	-0.3	-6	-4	0	-1
Cc1cccc(NC(=O)Nc2ccc(C)c(C)c2)n1 across the screens: 2	6	i	0	-1.0	-1.3	1	1	-2	-5
CN(CCc1ccccn1)C(=O)Nc1ccc(Cl)cc1 across the screens: -4	-20	i	-6	-1.0	0.0	1	1	-3	-3

Assay outcomes as filed in PubChem BioAssay.
